PPARg SRC-1 ag = agonists of human PPARgamma SRC-1 coactivator recruitment | 200,000 compounds, 0.41% hits | P37231 | PPARgamma-SRC-1 coactivator recruitment biochemical assay | activation, % at 8 µM; in the data active = activation above about 19%;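 also: 0% = DMSO and 100% = reference agonist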
TR-FRET SRC-2 ct = counter-screen for PPARgamma SRC-2 recruitment agonists: TR-FRET artefact. stronger effect = higher value. TR-FRET ratio at 8 µM. 200,000 compounds, 0.4% hits. AID 1049; in the data active = TR-FRET ratio above about 2000; also: inactives centre near 1500
S1P3 antag = S1P3 (human) receptor antagonism | inhibition, % at 4.98 µM | CHO S1P3 NFAT-BLA reporter, FRET fluorescence, antagonist mode | Q99500 | 170,000 compounds, 0.27% hits;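 active = inhibition above the plate cutoff, the mean inhibition of test wells on that plate plus 3 SD, cut at about 28% in these data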;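 also: cells challenged with S1P at its EC80 of 0.8 µM; blue over green emission ratio from cleaved BLA substrate after 4 h stimulation; 0% = S1P-stimulated wells and 100% = unstimulated DMSO-only wells; some compounds past the cut are filed as inactive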
PPARg SRC2 recr = agonists of SRC-2 recruitment by human PPARgamma | P37231 | PPARgamma LBD-SRC-2 recruitment, biochemical | activation, % at 8 µM | 200,000 compounds, 0.34% hits; in the data active = activation above about 22%;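 also: 0% = vehicle and 100% = reference agonist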
STAT3 act = activators of IL-6 induced STAT3 signaling; U3A cells, IL-6 STAT3-luciferase reporter, luminescence; 100% = signal with IL-6 EC80 alone; activation (% of control), % at 5.6 µM; 190,000 compounds, 0.91% hits; AID 871;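 active = activation above the screen-wide mean of compound activation plus 3 SD, cut at about 130% in these data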;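 also: 0% = background luminescence of wells with medium and substrate only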
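system = STAT3-luciferase reporter U3A cells | reagent = IL-6 stimulus at 33 ng/mL final | timing = 1 h compound pre-exposure, 6 h IL-6 stimulation, 37 °C | measured by = luminescence | evaluation = % activation versus median of IL-6-stimulated wells | control set = IL-6-only wells as 100% reference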
TLR4 MyD88 comp = inhibitors of human TLR4-MyD88 binding; O00206+Q99836; HeLa CL3-4 TLR4/MyD88 BLA complementation, FRET ratio; inhibition, % at 8.4 µM; 200,000 compounds, 0.18% hits; AID 861; in the data active = inhibition above about 25%;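 also: 0% = vehicle and 100% = reference inhibitor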
Target sequence (O00206 whole entry, looked up): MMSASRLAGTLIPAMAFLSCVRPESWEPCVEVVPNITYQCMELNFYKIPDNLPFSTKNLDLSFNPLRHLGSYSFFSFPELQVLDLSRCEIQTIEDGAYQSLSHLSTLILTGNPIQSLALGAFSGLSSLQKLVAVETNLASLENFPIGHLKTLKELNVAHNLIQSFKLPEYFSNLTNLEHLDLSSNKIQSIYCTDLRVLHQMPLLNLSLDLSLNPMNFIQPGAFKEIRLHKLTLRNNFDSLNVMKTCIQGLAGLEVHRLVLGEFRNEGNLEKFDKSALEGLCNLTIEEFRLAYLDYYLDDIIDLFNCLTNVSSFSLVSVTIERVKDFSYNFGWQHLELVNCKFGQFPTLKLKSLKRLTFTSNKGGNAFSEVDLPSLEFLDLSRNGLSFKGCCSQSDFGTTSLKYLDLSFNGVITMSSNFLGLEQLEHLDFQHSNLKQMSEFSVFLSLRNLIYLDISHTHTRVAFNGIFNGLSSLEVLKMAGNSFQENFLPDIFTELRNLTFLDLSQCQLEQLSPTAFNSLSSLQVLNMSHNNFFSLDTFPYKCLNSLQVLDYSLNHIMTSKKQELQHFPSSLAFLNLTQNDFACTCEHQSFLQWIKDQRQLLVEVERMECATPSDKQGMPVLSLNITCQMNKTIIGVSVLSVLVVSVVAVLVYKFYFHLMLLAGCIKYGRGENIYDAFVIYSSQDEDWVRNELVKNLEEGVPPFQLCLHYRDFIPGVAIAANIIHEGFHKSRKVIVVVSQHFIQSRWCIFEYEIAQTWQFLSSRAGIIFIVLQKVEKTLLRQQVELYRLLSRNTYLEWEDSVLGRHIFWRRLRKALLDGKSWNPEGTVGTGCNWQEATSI
Target sequence (Q99836 whole entry, looked up): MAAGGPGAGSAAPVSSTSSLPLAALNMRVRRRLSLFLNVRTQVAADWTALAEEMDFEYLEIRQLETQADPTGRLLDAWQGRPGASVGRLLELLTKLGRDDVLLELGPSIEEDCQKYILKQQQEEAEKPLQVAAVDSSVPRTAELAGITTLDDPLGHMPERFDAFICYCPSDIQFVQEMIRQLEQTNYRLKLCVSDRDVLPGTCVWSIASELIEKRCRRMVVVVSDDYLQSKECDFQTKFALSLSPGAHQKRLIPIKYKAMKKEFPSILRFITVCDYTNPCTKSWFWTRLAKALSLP
PPARg SRC3 recr = PPARgamma-driven SRC-3 recruitment agonism; biochemical PPARgamma/SRC-3 coactivator recruitment assay; activation, % at 8 µM; 200,000 compounds, 0.26% hits; in the data active = activation above about 23%;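 also: 0% = DMSO and 100% = reference agonist; some compounds past the cut are filed as inactive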
RAM inhibit = yeast RAM network inhibition; 190,000 compounds, 1.8% hits; inhibition, % at 50 µM; AID 868; S. cerevisiae dse1pr::URA3 reporter, 5-FOA growth OD615, 2 d; analog-sensitive cbk1-as2 kinase mutant strain;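 active = inhibition above a set limit, 3 SD over mean compound inhibition, cut at about 8.4% in these data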;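 also: 0% = DMSO-only wells with no growth and 100% = 10 µM 1-NA-PP1 full growth; inhibition rescues growth on 5-FOA so higher OD means more RAM inhibition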
STAT3 blocker = reduces IL-6 driven STAT3 reporter signal; 190,000 compounds, 0.89% hits; U3A cells, IL-6 STAT3-luciferase reporter, luminescence; host cell line lacks STAT1; inhibition, % at 5.5 µM; AID 862;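 active = inhibition above the mean inhibition across all screened compounds plus 3 SD, cut at about 44% in these data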;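 also: 0% = DMSO only wells and 100% = 100 µM nifuroxazide control wells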
ROMK mod = modulates human ROMK potassium channel activity; P48048; Tet-inducible ROMK, thallium flux fluorescence; actives lie on both sides; B-score at 10 µM; 130,000 compounds, 2% hits; AID 1918;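 active = signal ratio slope over the read window, or its plate-corrected B-score, at least 3 SD from the plate mean, either direction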;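 also: B-score of the F/F0 ratio slope over 7 to 12 s after thallium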
STAT1 inh = STAT1 signaling inhibition. 200,000 compounds, 0.35% hits. inhibition, % at 5.5 µM. NIH 3T3 STAT1-luciferase reporter, IFN-gamma, luminescence;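 active = inhibition above a set limit, the mean inhibition across all tested compounds plus 3 SD, cut at about 34% in these data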;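 also: 0% = IFN-gamma with DMSO and 100% = IFN-gamma with 300 µM nifuroxazide; values of inactives mirror those of a sister screen read the other way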
The depositor's hits bear a star; . = not tested or not shown.

SMILES	PPARg SRC-1 ag	TR-FRET SRC-2 ct	S1P3 antag	PPARg SRC2 recr	STAT3 act	TLR4 MyD88 comp	PPARg SRC3 recr	RAM inhibit	STAT3 blocker	ROMK mod	STAT1 inh
COc1cc(/C=C(\C#N)C(=O)Nc2ccc3ccccc3c2)c([N+](=O)[O-])cc1OC	0	1413	-8	0	92	-15	4	-0.5	8	.	7
Cc1cccc(NC(=O)c2ccc(COc3cccc4ccccc34)o2)n1	0	1607	11	-3	108	2	4	2.8	-6	.	-4
CCNc1c2c(nc3ccccc13)CC(C)(C)CC2=O	0	1623	.	9	94	-5	2	1.6	9	-0.36	1
O=[N+]([O-])c1ccc(O)c(/C=N\N=C2c3ccccc3-c3ccccc32)c1	5	1546	9	5	119	-4	5	0.6	-28	.	4
COc1cccc(C(=O)Nn2c(C)nnc2-n2nc(C)cc2C)c1	-4	1483	.	3	98	13	5	4.5	6	.	6
O=C(Nc1ccc(OC(F)(F)C(F)F)c(NC(=O)c2cccc(F)c2)c1)c1cccc(F)c1	-4	1549	3	11	95	-11	-1	8.0	6	1.1	-1
CCN(CC)c1ccc(/C=N/NC(=O)c2cccc(N3CCCC3=O)c2)cc1	4	1818	23	2	86	-3	6	0.7	22	0.67	-6
CCOC(=O)N1CCN(Cc2nc3c(c(=O)[nH]c(=O)n3C)n2Cc2cc(C)ccc2C)CC1	4	1572	1	-2	108	11	5	1.4	-4	.	3
O=C(Nc1nc2c(s1)CN(Cc1ccccc1)CC2)c1c(F)cccc1F	5	1692	-7	2	108	4	-1	1.9	-5	-0.38	-9
COCCN(C(=O)C(C)C)c1nnc(-c2ccc(C(C)(C)C)cc2)s1	-1	1620	13	5	100	-3	1	20*	2	0.18	-3
COc1ccc(CC(=O)Nc2cc(Cl)ccc2O)cc1	-7	1380	-15	1	91	-8	1	1.8	13	-1.5	4
Nc1nc(Cl)cc(Sc2ccc3ccccc3c2)n1	10	1562	.	10	104	-2	3	3.2	5	.	-8
O=C1CC(c2ccccc2)CN1Cc1ccccc1 (configuration not stated)	4	1752	-27	0	94	-8	1	1.0	14	.	-1
CC(=O)Nc1ccc(-c2csc(NCc3ccco3)n2)cc1	-2	1507	.	6	108	7	10	2.4	-6	.	-46
CCOC(=O)/C(C#N)=C/c1cn(CCC(=O)O)nc1-c1cccc(Br)c1	7	1586	-6	-3	107	2	5	5.3	-2	0.67	-7
CN(C)c1cc[n+](Cc2c(Cl)cccc2Cl)cc1	2	1369	.	3	68	-9	-8	1.2	41	0.22	10
Cc1cccc(-n2c(N)cc(=O)nc2SCC(=O)Nc2nnc(C)s2)c1	-1	1455	.	-3	94	-1	-9	0.9	13	0.89	-9
COc1cccc(CNC(=O)C2CCCN(S(=O)(=O)c3c(C)[nH]c(=O)[nH]c3=O)C2)c1 (configuration not stated)	-4	1543	.	0	98	12	3	1.4	3	0.21	-3
Cc1cc(C)cc(NC(=S)NC(=O)CCN2C(=O)c3ccccc3C2=O)c1	-5	1595	.	0	91	-14	-4	2.7	15	.	5
Cc1ccc(-n2c3nc(=O)[nH]c(=O)c-3cc3c(C)nn(-c4ccccc4)c32)c(C)c1	-10	1626	0	8	99	-1	-1	4.7	2	.	-4
O=C(NCc1cccc(Cl)c1)c1cnccn1	-1	1516	-10	11	99	10	3	0.7	5	0.68	1
CC(=O)N1N=C(c2cccc([N+](=O)[O-])c2)OC1c1ccccc1Cl (configuration not stated)	7	1666	.	4	96	-3	-1	-0.1	10	.	-8
CCn1ccnc1CN(C)Cc1cn[nH]c1-c1ccc(F)cc1F	-8	1548	1	0	100	6	3	0.7	4	0.78	6
O=C(N1CCOCC1)N1CCN(S(=O)(=O)c2ccccc2)C1	0	1595	-5	4	95	2	1	1.2	10	.	-4
Cc1cccc(C(=O)Nc2ccc(O)cc2C(=O)O)c1	7	1718	-34	7	94	-19	6	1.1	15	-0.18	4
O=C(OCc1nnc(-c2ccccc2)o1)C1=COCCO1	1	1438	-30	-5	107	4	-4	0.9	-4	0.023	-6
Cc1ccc2nc(NC(=O)C3CCN(S(=O)(=O)c4ccc5c(c4)oc(=O)n5C)CC3)sc2c1	1	1504	5	-2	104	18	-5	2.9	-1	.	10
O=C(Nc1cccc(NC(=O)c2cccs2)c1)c1ccc2c(c1)OCO2	-2	1785	0	9	101	-14	1	0.9	1	0.59	-5
Cc1ccc(S(=O)(=O)NCc2ccc(C(=O)N(C)CCC#N)cc2)cc1	4	1384	3	-3	106	2	-1	0.4	-1	.	8
CCc1ccc(-n2c(C)nc3cc(C(=O)NCc4cccnc4)ccc32)cc1	10	1630	-8	6	96	2	3	1.3	7	-0.06	-18
CC(=O)Nc1ccc(OC(=O)c2ccc(Br)c([N+](=O)[O-])c2)cc1	-5	1558	-16	0	102	16	1	-0.2	0	-1.7	13
COc1ccccc1-n1c(C)nnc1SCC(=O)Nc1cccc(C(C)=O)c1	-6	1487	-29	4	99	-3	1	-0.4	4	.	1
Cc1nn(-c2ccccc2)c(C)c1/C=N/NC(=O)c1cc(-c2ccccc2)n[nH]1	17	1738	.	5	119	-1	8	4.4	-10	.	-2
CCC(C)(C)n1nnnc1C(c1ccc2ncccc2c1)N1CCCCCC1 (configuration not stated)	0	1658	.	-4	103	-21	3	0.6	-1	-2.8	1
OCCNCc1ccc(-c2ccccc2)cc1	2	1632	-4	0	86	-6	5	1.0	20	.	-13
O=C(Nc1cccnc1)c1cc(-c2ccc(F)cc2)on1	-6	1430	-18	-5	96	-16	1	0.6	12	3.2	-6
COc1ccccc1NC(=O)COn1nnc2ccc(S(=O)(=O)N3CCOCC3)cc21	-2	1394	-9	-6	106	-1	1	1.2	4	1.1	-3
Cc1c(Cl)cccc1NC(=O)CCN1CCCCCC1	-7	1464	-10	4	109	-1	0	2.0	-8	.	0
CC12C(=O)N(c3ccc(C(=O)N4CCOCC4)cc3)C(=O)C1C1c3ccccc3C2c2ccccc21 (configuration not stated)	4	1636	0	11	96	0	1	1.2	2	0.59	-3
O=C(CC(c1ccccc1)c1ccccc1)Nc1ccc2c(c1)OCCO2	-2	1707	.	8	97	-4	-4	3.3	8	.	1
O=C1C2C(c3ccccc3)(C(=O)N1c1ccc(Cl)cc1)C2(c1ccccc1)c1ccccc1 (configuration not stated)	8	1429	-8	-4	100	-20	1	5.4	-1	0.25	0
CCC(=O)N1CCc2cc(S(=O)(=O)NC(C(=O)NC3CCCc4ccccc43)C(C)C)ccc21 (configuration not stated)	4	1642	-20	13	108	-9	0	2.9	-5	-0.71	4
c1ccc(-c2nc3ccccc3c3nc4ccccc4n23)cc1	12	1572	-9	7	102	13	-6	2.6	-8	.	6
O=C(COC(=O)Cc1cccc2ccccc12)Nc1ccccc1-c1ccccc1	0	1567	7	1	110	2	-1	11*	-17	.	7
O=S(=O)(c1cccs1)n1cccn1	-4	1514	3	2	111	-8	-7	0.9	-11	.	0
CCN(Cc1ccccc1)C(c1ccc(C(F)(F)F)cc1)c1nnnn1C(C)(C)C (configuration not stated)	2	1333	.	9	103	11	1	11*	-1	.	-3
Cc1c(NC(=O)c2ccc3c(c2)C(=O)N(CC2CCCO2)C3=O)cccc1C(=O)O (configuration not stated)	8	1733	.	3	92	7	-2	6.2	17	.	-4
COc1ccc(Nc2nc(N)nc(CN3CCC(C)CC3)n2)cc1	1	1558	2	1	100	-11	0	2.2	2	1.3	-8
O=C(NCc1ccccn1)c1cc(-c2ccccc2Cl)nc2ccccc12	0	1626	-10	-6	113	-3	-5	-0.7	-18	-0.86	-3
O=C(c1ccco1)N1CCN(c2ncnc3c2oc2ccccc23)CC1	5	1584	-5	7	103	7	-4	1.7	0	.	-23
O=C(NC1CC1)c1cc(=O)c2ccccc2o1	8	1733	.	4	96	1	12	2.2	9	.	-1
CCOc1ccc(-n2c(=O)c3sccc3n(Cc3cccc([N+](=O)[O-])c3)c2=O)cc1	-4	1621	-11	3	101	3	2	2.7	1	0.31	-4
CC(NC(=O)Cc1cccs1)C(c1cccs1)N1CCN(c2ccccc2)CC1 (configuration not stated)	5	1708	6	5	96	-3	3	.	8	-1.3	3

Shown with bars between the fields: 14 of the compounds above
Molecule | PPARg SRC-1 ag | TR-FRET SRC-2 ct | S1P3 antag | PPARg SRC2 recr | STAT3 act | TLR4 MyD88 comp | PPARg SRC3 recr | RAM inhibit | STAT3 blocker | ROMK mod | STAT1 inh
COc1ccccc1NC(=O)COn1nnc2ccc(S(=O)(=O)N3CCOCC3)cc21 | -2 | 1394 | -9 | -6 | 106 | -1 | 1 | 1.2 | 4 | 1.1 | -3
Cc1c(Cl)cccc1NC(=O)CCN1CCCCCC1 | -7 | 1464 | -10 | 4 | 109 | -1 | 0 | 2.0 | -8 | . | 0
CC12C(=O)N(c3ccc(C(=O)N4CCOCC4)cc3)C(=O)C1C1c3ccccc3C2c2ccccc21 (configuration not stated) | 4 | 1636 | 0 | 11 | 96 | 0 | 1 | 1.2 | 2 | 0.59 | -3
O=C(CC(c1ccccc1)c1ccccc1)Nc1ccc2c(c1)OCCO2 | -2 | 1707 | . | 8 | 97 | -4 | -4 | 3.3 | 8 | . | 1
O=C1C2C(c3ccccc3)(C(=O)N1c1ccc(Cl)cc1)C2(c1ccccc1)c1ccccc1 (configuration not stated) | 8 | 1429 | -8 | -4 | 100 | -20 | 1 | 5.4 | -1 | 0.25 | 0
CCC(=O)N1CCc2cc(S(=O)(=O)NC(C(=O)NC3CCCc4ccccc43)C(C)C)ccc21 (configuration not stated) | 4 | 1642 | -20 | 13 | 108 | -9 | 0 | 2.9 | -5 | -0.71 | 4
c1ccc(-c2nc3ccccc3c3nc4ccccc4n23)cc1 | 12 | 1572 | -9 | 7 | 102 | 13 | -6 | 2.6 | -8 | . | 6
O=C(COC(=O)Cc1cccc2ccccc12)Nc1ccccc1-c1ccccc1 | 0 | 1567 | 7 | 1 | 110 | 2 | -1 | 11* | -17 | . | 7
O=S(=O)(c1cccs1)n1cccn1 | -4 | 1514 | 3 | 2 | 111 | -8 | -7 | 0.9 | -11 | . | 0
CCN(Cc1ccccc1)C(c1ccc(C(F)(F)F)cc1)c1nnnn1C(C)(C)C (configuration not stated) | 2 | 1333 | . | 9 | 103 | 11 | 1 | 11* | -1 | . | -3
Cc1c(NC(=O)c2ccc3c(c2)C(=O)N(CC2CCCO2)C3=O)cccc1C(=O)O (configuration not stated) | 8 | 1733 | . | 3 | 92 | 7 | -2 | 6.2 | 17 | . | -4
COc1ccc(Nc2nc(N)nc(CN3CCC(C)CC3)n2)cc1 | 1 | 1558 | 2 | 1 | 100 | -11 | 0 | 2.2 | 2 | 1.3 | -8
O=C(NCc1ccccn1)c1cc(-c2ccccc2Cl)nc2ccccc12 | 0 | 1626 | -10 | -6 | 113 | -3 | -5 | -0.7 | -18 | -0.86 | -3
O=C(c1ccco1)N1CCN(c2ncnc3c2oc2ccccc23)CC1 | 5 | 1584 | -5 | 7 | 103 | 7 | -4 | 1.7 | 0 | . | -23
